# APJ antagonist: blocks the human apelin receptor APJ; AID 2521; P35414; inhibition, % at 20 µM; 330,000 compounds, 0.32% hits; CHO-K1 APJ beta-arrestin complementation, luminescence;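 active = inhibition above about 40% at 20 µM, limit read from the data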;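 also: cells challenged with 10 nM apelin-13 agonist together with compound; plate controls were apelin-13 plus DMSO wells for no effect and DMSO wells lacking apelin-13 for full effect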
# ATG4B inh: inhibitors of human ATG4B cysteine protease; 340,000 compounds, 0.51% hits; inhibition, % at 8.33 µM; AID 504462; ATG4B cleavage of LC3-PLA2, NBD-HPC fluorescence, 1 h; Q9Y4P1; in the data active = inhibition above about 40%
# EBI2 antag: EBI2 (human) antagonism; EBI2 beta-arrestin recruitment, luminescence, 7a,25-OHC stimulated; inhibition, % at 5 µM; 360,000 compounds, 0.81% hits; AID 651636; in the data active = inhibition above about 38%;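 also: enzyme fragment complementation signal reports receptor beta-arrestin coupling in cells; 0% = agonist plus DMSO wells and 100% = wells without agonist; some results beyond the cut were filed as inactive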
# CCR6 antag: antagonists of human CCR6 receptor; P51684; CHO-K1 CCR6 PathHunter beta-arrestin, luminescence, CCL20-stimulated; inhibition, % at 20 µM; 340,000 compounds, 0.49% hits;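 active = compounds whose inhibition of the agonist-driven luminescence signal at 20 µM reaches about 50%, limit read from the data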;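 also: cells stimulated with CCL20 at 14 nM final; plate controls were DMSO with CCL20 for no effect and DMSO without agonist for full effect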
# Target sequence (P51684 whole entry, looked up): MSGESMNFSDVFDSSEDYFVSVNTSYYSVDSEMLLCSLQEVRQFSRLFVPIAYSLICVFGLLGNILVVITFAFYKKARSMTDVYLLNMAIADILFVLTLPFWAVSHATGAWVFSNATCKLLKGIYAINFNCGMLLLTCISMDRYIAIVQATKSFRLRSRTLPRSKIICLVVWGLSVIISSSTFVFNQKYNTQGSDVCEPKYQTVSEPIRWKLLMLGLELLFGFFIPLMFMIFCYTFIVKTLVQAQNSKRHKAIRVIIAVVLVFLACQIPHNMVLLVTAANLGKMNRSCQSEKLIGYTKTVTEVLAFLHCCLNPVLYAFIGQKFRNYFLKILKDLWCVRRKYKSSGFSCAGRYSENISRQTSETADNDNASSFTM
# Gli-Sufu block: antagonists of Gli-Sufu signaling | inhibition, % at 5 µM | Sufu-KO-LIGHT fibroblasts, Gli luciferase reporter luminescence | 340,000 compounds, 0.74% hits;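 active = inhibition above about 55%, limit read from the data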;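 also: 0% = DMSO-treated cells and 100% = wells with medium but no cells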
# APJ agonist: agonists of human APJ apelin receptor; activation, % at 20 µM; 330,000 compounds, 0.11% hits; CHO-K1 APJ PathHunter beta-arrestin, luminescence; 0% DMSO wells, 100% apelin; P35414;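 active = activation more than six SD over the plate average, tested at 20 µM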;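 also: 0% = DMSO alone and 100% = apelin-13 at 10 nM; some results filed as inactive read as strong as hits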
#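 Assay system: CHO-K1 APJ beta-arrestin complementation cell line / Compound: single test compound dose, 20 µM final, 1% DMSO / Times: overnight seeding, 90 min compound at 25 °C, 1 h detection / Technique: beta-gal luminescence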
# UBC13 polyUb: blocks human UBC13 polyubiquitin chain formation. P61088. TR-FRET. inhibition, % at 20 µM. 330,000 compounds, 0.47% hits; in the data active = inhibition above about 45%, passing the limit was not always enough
# Target sequence (P61088 whole entry, looked up): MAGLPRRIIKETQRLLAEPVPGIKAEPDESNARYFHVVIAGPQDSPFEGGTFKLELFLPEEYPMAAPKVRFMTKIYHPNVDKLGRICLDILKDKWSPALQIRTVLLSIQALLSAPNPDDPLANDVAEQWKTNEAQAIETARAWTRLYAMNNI
# CXCR6 inh: blocks human CXCR6 beta-arrestin recruitment. 360,000 compounds, 0.36% hits. inhibition, % at 20 µM. O00574. CHO-K1 PathHunter CXCR6 beta-arrestin, luminescence. AID 602244; in the data active = inhibition above about 34%, passing the limit was not always enough;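 also: antagonist mode with CXCL16 agonist at 10 nM final; 0% = 10 nM CXCL16 with DMSO and 100% = unstimulated wells without agonist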
# Target sequence (O00574 whole entry, looked up): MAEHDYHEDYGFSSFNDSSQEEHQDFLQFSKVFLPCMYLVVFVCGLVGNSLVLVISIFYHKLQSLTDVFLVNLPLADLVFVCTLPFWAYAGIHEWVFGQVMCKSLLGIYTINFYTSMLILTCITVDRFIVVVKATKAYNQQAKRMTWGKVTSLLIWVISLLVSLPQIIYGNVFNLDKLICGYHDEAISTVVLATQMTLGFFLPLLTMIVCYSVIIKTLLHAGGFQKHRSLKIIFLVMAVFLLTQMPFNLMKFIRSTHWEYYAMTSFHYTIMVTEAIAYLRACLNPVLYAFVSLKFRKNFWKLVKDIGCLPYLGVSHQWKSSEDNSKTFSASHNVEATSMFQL
# * marks the source's active call; other numbers are inactive results; x = not tested or not shown.
SMILES,APJ antagonist,ATG4B inh,EBI2 antag,CCR6 antag,Gli-Sufu block,APJ agonist,UBC13 polyUb,CXCR6 inh
CCCn1nc2cc(C(=O)NC3CCc4ccccc43)ccc2c1OCC (centres undefined),11,-8,-2,0,-3,4,10,-1
COc1ccc(OC)c(NC(=O)CC2SC(=N)N(c3ccccc3)C2=O)c1 (centres undefined),-18,0,4,-1,36,-2,-4,2
Nc1nc(SCC(=O)N2N=C(c3ccc(Cl)cc3)CC2c2ccco2)n[nH]1 (centres undefined),16,-1,-8,7,4,0,2,3
COc1cc(OC)nc(/N=C/NO)n1,16,-8,-3,-3,8,0,2,-4
CC(C)(C)c1ccc(C(=O)NCC(=O)N/N=C/c2cccs2)cc1,-5,-7,29,6,5,2,7,4
O=C(CSc1ccc(Cl)cc1)NC1=NN(c2ccccc2)C(=O)C1,2,12,-2,1,2,-6,-3,0
O=C(N/N=C/c1ccc(N2CCOCC2)o1)c1cccc(F)c1,-7,-4,0,10,4,-4,-4,1
O=C(CCNS(=O)(=O)c1cccc2nsnc12)NCc1ccco1,-7,-4,-12,14,-5,0,2,-7
Nc1nc(SCC(=O)Nc2ccc(OCc3ccccc3)cc2)n[nH]1,-6,-11,-2,-2,-20,0,-7,4
CC(NC(=O)Nc1cccc([N+](=O)[O-])c1)c1ccc2c(c1)OCO2 (centres undefined),13,1,-1,19,-6,9,-1,8
O=C(Nc1ccc(Cl)c(Cl)c1)Nc1nnc(CC2=CCCCC2)s1,7,-3,-29,-20,44,6,-8,-6
C/C(=N\NC(=O)c1ccc(OC2OCCOC2Oc2ccc(C(=O)N/N=C(\C)c3ccncc3)cc2)cc1)c1ccncc1 (centres undefined),12,8,3,9,-2,-4,30,-9
CNC(=O)COC(=O)c1cc(-c2ccco2)nc2ccccc12,1,1,-9,10,-39,-3,9,10
CCOC(=O)C1CCCN(c2c(N3CCOCC3)c(=O)c2=O)C1 (centres undefined),1,-3,-3,3,-2,4,-7,-1
Cc1cc(OCC(=O)N2CCN(c3ccccn3)CC2)cc(C)c1Br,-5,22,62*,-3,-5,3,-2,5
CCOc1ccc(CC(=O)C2C(=O)CCCC2=O)cc1OCC,-1,-6,-9,2,0,-4,6,-8
CN(C)S(=O)(=O)c1cccc(NC(=O)CN2C(=O)NC(Cc3ccccc3)C2=O)c1 (centres undefined),-5,-10,2,2,1,0,-2,-5
CCCCN1C(=O)C(O)=C(C(C)=O)C1c1ccc(OC)cc1OC (centres undefined),-25,9,-9,14,10,0,-10,-12
Cc1ccc(C)c(N2CCN(C(=O)c3cc4ccccc4oc3=O)CC2)c1,16,-12,13,5,4,-1,4,-7
CC(=O)Nc1ccc(NC(=O)COC(=O)c2ccc(Cl)nc2)cc1,-3,1,0,4,-7,-6,2,-3

# Brought forward from above: 2 compounds, then new ones.
SMILES,APJ antagonist,ATG4B inh,EBI2 antag,CCR6 antag,Gli-Sufu block,APJ agonist,UBC13 polyUb,CXCR6 inh
Cc1ccc(C)c(N2CCN(C(=O)c3cc4ccccc4oc3=O)CC2)c1,16,-12,13,5,4,-1,4,-7
CC(=O)Nc1ccc(NC(=O)COC(=O)c2ccc(Cl)nc2)cc1,-3,1,0,4,-7,-6,2,-3
Cc1ccccc1N(CC(=O)N1CCc2ccccc2C1)S(C)(=O)=O,-8,-2,0,14,1,-4,4,6
Cc1ccccc1Nc1c(-c2cccnc2)nc2cccc(C)n12,-4,-1,18,4,6,-3,4,-8
CC(=O)Nc1nc(NC(=O)C(Cl)(Cl)Cl)n(-c2ccccc2)n1,-12,1,-15,-5,6,0,-20,6
CN(N=O)c1ccc(C=C2C=Cc3ccccc32)cc1,x,-1,7,-1,-97,x,x,2
O=C(c1ccc(Oc2ccccc2)cc1)C1CCCN(C(=O)c2cnccn2)C1 (centres undefined),-3,-1,-7,12,-6,-1,-9,-3
CCOc1ccc(NC(=O)NNC(=O)c2cc3ccccc3cc2O)cc1,13,6,8,3,-7,3,7,0
COc1ccc(N2CCC(N3CCN(C)C(CCO)C3)CC2)cc1 (centres undefined),10,6,-3,-7,1,1,-4,3
NC(Cc1ccc(O)cc1)c1cn([C@@H](CCC(=O)O)C(=O)N2CCNCC2)nn1 (some centres undefined),-58,2,7,5,0,-1,-10,-5
O=C(CSc1ncccn1)n1c2c(c3ccccc31)CCCC2,4,-9,-3,20,-4,0,11,0
Cc1ccsc1CN(C)CC(=O)Nc1ccc([N+](=O)[O-])cc1Cl,-11,1,21,16,20,-2,-2,-1
Cc1ccc2c(c1)N(CCCC(=O)NCc1ccc3c(c1)OCO3)C(=O)CO2,8,-16,4,-8,36,-1,6,-12
CC(C)NC(=O)COc1coc(CN2CCN(c3cccc(Cl)c3)CC2)cc1=O,9,-2,-18,1,-14,-4,4,3
CCCCNC(=O)Nc1nnc(-c2ccc(Cl)cc2)o1,0,-1,-7,-10,-10,0,-5,7
Cc1cc(NN)nc(NS(=O)(=O)c2ccc(Cl)cc2)n1,-5,-3,-9,-20,1,0,-3,-3
CN(Cc1ccccc1Cl)C(=O)CCNC(=O)c1ccco1,-26,-3,1,0,-5,-4,-7,-1
O=C(c1ccc(NS(=O)(=O)c2ccccc2)cc1)N1CCCCCC1,-15,5,-6,4,0,2,-1,1
O=C(NCc1ccc(Cl)cc1)c1cc(=O)[nH]c2ccccc12,10,-13,-8,13,21,1,2,4
Cc1occc1-c1nnc(SCC(=O)NCc2ccc3c(c2)OCO3)n1CC(C)C,5,2,5,10,-7,4,0,7
C/C(CCC1CC(C)OC1=O)=N\NC(N)=O (centres undefined),4,-8,4,-12,2,-3,-4,3
CCc1ccccc1NC(=O)CSc1nnc(Cn2nnc3ccccc32)n1C,8,-5,-5,1,-2,0,3,-3
CCOC(=O)c1c(SC)nc(SC)c2c1CCC2,-15,-1,3,17,-3,-4,15,-12
CCOC(=O)C1CCN(C(=O)Nc2ccc(OC(F)(F)F)cc2)CC1,3,-10,0,4,-15,1,4,8
CCc1nc(SCC(=O)Nc2ccc(F)cc2F)c2c(=O)n(C)c(=O)n(C)c2n1,26,-3,-2,14,10,-6,-1,-1
CN(c1ccccc1)S(=O)(=O)c1cccc(NC(=O)COc2cccc([N+](=O)[O-])c2)c1,-5,1,1,7,-1,-4,10,-14
CC(=O)NC(CCS(C)(=O)=O)C(=O)Nc1ccccc1Cl (centres undefined),6,-3,-6,10,2,1,5,-8
CN(c1ccccc1C(=O)NCc1ccco1)S(C)(=O)=O,11,-5,-1,9,12,-1,4,-1
O=C(Nc1ccccc1N1CCCC1)c1cc2ccccc2o1,-4,13,5,24,-30,-3,0,2
Cc1ccc(S(=O)(=O)NCC(=O)N2CCCC2)cc1,8,-12,-16,2,-26,-2,-2,4
CC1=NNC(=O)C1CC(=O)N/N=C/c1ccc(C)o1 (centres undefined),9,-9,-5,3,1,-2,-1,4
COc1ccc(C(C(=O)NC(C)(C)C)N(CCO)C(=O)CCC(=O)Nc2cc(C)on2)cc1 (centres undefined),15,1,2,6,1,-1,-4,-1
Cn1c(C(=O)c2ccncc2)cc2ccccc21,-5,-2,0,1,3,1,3,6
Cc1cccc(Nc2nnc(SCC3CCCCO3)s2)c1 (centres undefined),x,3,25,6,-56,x,x,3
Clc1ccccc1OCCCn1ccnc1,23,-3,-7,-15,-12,-2,3,9
C=CCN(c1nc(C)c(Br)c(OC)n1)S(=O)(=O)c1ccc(C)cc1,7,1,-2,5,6,-1,2,8
COc1ccccc1NS(=O)(=O)c1cccc(C(=O)N/N=C/c2ccc(N3CCOCC3)cc2)c1,0,-19,1,-9,-9,-3,4,-7
Cc1nc(C(=O)NNC(=O)c2c(-c3c(Cl)cccc3Cl)noc2C)cs1,-10,4,-7,15,1,3,6,1
COc1ccc2c(c1)-c1nc(/N=C/c3ccc(O)cc3)sc1CC2,x,2,-8,-9,-19,x,x,-18
O=C(CSc1nnc(C2CC2)n1-c1ccccc1)N1CCCC1,-3,1,6,4,6,9,-6,1
COc1ccc(/C=C2\SC(=S)N(CC(=O)NC3CCS(=O)(=O)C3)C2=O)cc1 (centres undefined),-12,1,11,25,-33,11,-21,9
COc1cc(Cl)c(C)cc1NC(=O)COC(=O)c1cc[n+]([O-])cc1,2,-10,3,2,7,0,-5,-3

# Part of the list above with just EBI2 antag and CCR6 antag:
structure | EBI2 antag | CCR6 antag
CCOC(=O)c1c(SC)nc(SC)c2c1CCC2 | 3 | 17
CCOC(=O)C1CCN(C(=O)Nc2ccc(OC(F)(F)F)cc2)CC1 | 0 | 4

# (cont.)
SMILES,APJ antagonist,ATG4B inh,EBI2 antag,CCR6 antag,Gli-Sufu block,APJ agonist,UBC13 polyUb,CXCR6 inh
NC(=O)C1CCN(C(=O)c2cc3ccccn3n2)CC1,3,-19,-1,-9,3,6,4,8
O=[N+]([O-])c1ccc2c(c1)-c1ccccc1C2=NO,x,-8,-51,14,-7,x,x,-17
O=C(CN1CCN(S(=O)(=O)c2ccccc2)CC1)Nc1ccc(Cl)cn1,8,-8,15,7,9,1,4,2
Cc1cc2ccccc2c(=O)n1CC(=O)NCCC1=CCCCC1,9,-5,-3,-5,4,-3,2,-4
O=C(c1cccc(S(=O)(=O)NCc2ccccc2)c1)N1CCN(Cc2ccccc2)CC1,18,-1,1,-15,-1,0,-7,-7
CS(=O)(=O)N(Cc1ccccc1)c1ccc(C(=O)NC2CCCCC2O)cc1 (centres undefined),13,0,-6,17,-2,-4,7,-9
O=C(c1cc(COc2ccc(F)c(F)c2)on1)N1CCOCC1,12,-1,-3,5,-42,-2,-7,-1
O=C(O)c1cc2nc(-c3ccc(F)cc3)cc(C(F)(F)F)n2n1,18,-5,6,33,10,-4,-8,0
CCOC(=O)c1c(-c2cccs2)csc1NC(=O)c1ccco1,20,-13,0,-17,-3,1,-7,-5
O=C1CCN(CCc2ccccc2)CCN1CCO,-50,-8,-3,1,4,0,-6,-4
Cn1c(=O)oc2cc(S(=O)(=O)NCCC(=O)NCc3ccc(F)cc3)ccc21,19,4,11,-2,-11,0,1,-8
O=c1[nH]c(CN2CCCCC2)nc2ccccc12,3,-4,-13,-1,4,-2,-3,8
COCCn1c(SCc2c(F)cccc2Cl)nc2c1c(=O)[nH]c(=O)n2C,2,-1,2,3,3,-3,8,-1
COc1ccc(C(CC(=O)Nc2ccccn2)N2Cc3ccccc3C2=O)cc1 (centres undefined),16,7,10,12,-25,-1,7,10
CC(=O)N1CCC(C(=O)Nc2ccc(S(=O)(=O)N3CCCCC3)cc2)CC1,15,-5,-9,-2,-8,5,-1,-10
Cc1ccc(CC(=O)NC(C)CCc2ccccc2)cc1 (centres undefined),-9,-4,6,10,7,2,1,-2
O=C(CSc1nc(=O)n2cc(Cl)ccc2n1)Nc1ccc2c(c1)OCCO2,-18,-2,-6,-3,2,-3,-2,-8
O=C(Nc1ncccc1O)c1ccc(S(=O)(=O)N2CCCCCC2)cc1,3,0,4,7,-6,-5,-8,-3
CCOC(=O)c1ccc(/C=C2/C=C(c3ccccc3)N(c3ccc(Cl)c(C(=O)O)c3)C2=O)cc1,1,56*,2,22,3,-3,-26,9
Cc1cc(-n2nc(C)cc2C)nc(NS(=O)(=O)c2ccccc2)n1,-1,-2,-12,-25,6,2,-17,-14
COc1ccc(N(CC(=O)Nc2c(C)cccc2C)S(=O)(=O)c2ccccc2[N+](=O)[O-])c(OC)c1,-2,-10,3,14,17,-2,1,2
CCC1Sc2ccc(S(=O)(=O)CCC(=O)Nc3ccc(NC(C)=O)cc3)cc2NC1=O (centres undefined),11,2,0,2,-12,0,-3,5

# No new results follow: an excerpt of the list.
SMILES,APJ antagonist,ATG4B inh,EBI2 antag,CCR6 antag,Gli-Sufu block,APJ agonist,UBC13 polyUb,CXCR6 inh
Cc1cc(-n2nc(C)cc2C)nc(NS(=O)(=O)c2ccccc2)n1,-1,-2,-12,-25,6,2,-17,-14
COc1ccc(N(CC(=O)Nc2c(C)cccc2C)S(=O)(=O)c2ccccc2[N+](=O)[O-])c(OC)c1,-2,-10,3,14,17,-2,1,2
CCC1Sc2ccc(S(=O)(=O)CCC(=O)Nc3ccc(NC(C)=O)cc3)cc2NC1=O (centres undefined),11,2,0,2,-12,0,-3,5

# The order is random (roughly 3% active in at least one column).
